KCNH2 3.1 inh – qHTS for Inhibitors of KCHN2 3.1: Mutant qHTS | U2OS KCNH2 3.1, thallium flux FluxOr; stronger effect = lower value | activity change, % (tested at about 1.8 µM) | hit rate 0.95% among 340,000;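 active means maximum activity change below -70%; inconclusive means maximum activity change from -70% to -50%; inactive means maximum activity change above -50%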;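 further: thallium influx rate constant from kinetic fluorescence after stimulation buffer; on the % scale 0 is the no-effect control and ±100 the full control effect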
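Measured as rate of thallium-driven FluxOr signal in transduced U2OS cells carrying the 3.1 channel, read kinetically for 2 min upon stimulation; values are rate constants scaled to DMSO control wells.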
Rab9 prom act – qHTS Assay for Rab9 Promoter Activators | Huh7 Rab9 promoter-luciferase reporter, luminescence, 24 h | Potency, µM (highest dose often 9.22 µM), inactives show at the top dose activation, negative = inhibition, hits mostly activators | hit rate 2.8% among 320,000; further: potency means the concentration at half of the fitted maximal effect; % of control where 0% means no effect; nearly all actives have a fitted effect of over 60% in size
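Rab9 promoter-driven luciferase in stably transfected Huh7 cells; 1500 cells/well rested 2 h, exposed to compound in DMSO for 24 h at 37 °C, 5% CO2. Luminescence read 10 min after adding luciferase reagent at ambient temperature.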
NPC1 prom act – qHTS Assay for NPC1 Promoter Activators; hit rate 2.4% among 320,000; Huh7 NPC1 promoter luciferase reporter, 24 h; Potency, µM (titrated, usually from 9.22 µM), for inactives: top-dose activation, usual class: activators; AID 485313, 2010;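 further: potency means the concentration at half of the fitted maximal effect; % of control where 0% means no effect; nearly all actives have a fitted effect of over 60% in size; reporter is driven by a mutant NPC1 promoter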
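In 1536-well qHTS, Huh7 cells harboring an NPC1 promoter–luciferase construct received compound for 24 h; activation was quantified by luminescence following luciferase reagent addition.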
Gal4-VP16 FLuc – VP16 counterscreen qHTS for inhibitors of ROR gamma transcriptional activity; Drosophila S2 Gal4-VP16 UAS-luciferase, luminescence, 20 h; Potency, µM (doses to about 53.6 µM), for inactives: top-dose activity, negative = inhibition, hits mostly inhibitors; hit rate 3.5% among 310,000; AID 2546, 2010;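 further: Gal4-VP16 expression switched on by copper sulfate through the metallothionein promoter; potency means the concentration at half of the fitted maximal effect; on the % scale 0 is the no-effect control and ±100 the full control effect; nearly all actives have a fitted effect of over 50% in size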
Coupling enz – qHTS Assay for Inhibitors of Fructose-1,6-bisphosphate Aldolase from Giardia Lamblia: Coupling assay counterscreen; coupling enzyme system counterscreen, AmpLite Red fluorescence; activity change, negative = inhibition, % at 58.2 µM, hits read low; hit rate 0.67% among 290,000; AID 2472, 2010; in the data active means activity change below about -30%; further: on the % scale 0 is the no-effect control and ±100 the full control effect
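Compounds tested against the coupling enzymes alone at 57.5 uM final; readout was AmpLite Red fluorescence (525/598 nm) after 20 min at RT.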
Tb PFK block – qHTS Assay to Find Inhibitors of T. brucei phosphofructokinase; ATP-dependent 6-phosphofructokinase (Trypanosoma brucei brucei), O15648; T. brucei PFK, ADP-Glo luminescence; hit rate 0.17% among 330,000; Potency, µM (titrated, usually from 57.5 µM), without a hit: at the top dose activity, negative = inhibition, actives largely listed as inhibitors;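 further: potency means the concentration at half of the fitted maximal effect; 0% = uninhibited 1x PFK enzyme wells and -100% = no-enzyme wells; nearly all actives have a fitted effect of over 60% in size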
Target sequence (O15648 whole entry, looked up): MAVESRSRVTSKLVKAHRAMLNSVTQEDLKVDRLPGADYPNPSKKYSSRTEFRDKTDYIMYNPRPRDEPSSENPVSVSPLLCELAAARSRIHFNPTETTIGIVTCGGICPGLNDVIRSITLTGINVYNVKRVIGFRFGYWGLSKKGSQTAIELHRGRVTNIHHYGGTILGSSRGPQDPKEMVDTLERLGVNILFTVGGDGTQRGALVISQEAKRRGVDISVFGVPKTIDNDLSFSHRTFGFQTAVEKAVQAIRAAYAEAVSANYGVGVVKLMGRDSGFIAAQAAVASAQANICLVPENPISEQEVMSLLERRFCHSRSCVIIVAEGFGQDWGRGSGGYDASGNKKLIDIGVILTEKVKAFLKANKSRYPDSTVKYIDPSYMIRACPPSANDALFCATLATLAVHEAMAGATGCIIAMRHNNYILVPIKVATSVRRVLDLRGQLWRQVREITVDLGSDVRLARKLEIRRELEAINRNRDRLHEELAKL
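Luminescent ADP detection (ADP-Glo, two-step: ATP depletion then ADP-to-ATP conversion for luciferase) reported PFK activity after 45 min room-temperature reaction of 1.25 nM enzyme with 0.5 mM F6P and 0.1 mM ATP at pH 8.0.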
FLuc counter – qHTS profiling assay for firefly luciferase inhibitor/activator using purifed enzyme and Km concentrations of substrates (counterscreen for miR-21 project) | purified FLuc, Km substrates, luminescence inhibition | AID 588342, 2011 | hit rate 6.9% among 360,000 | Luciferin 4-monooxygenase (Photinus pyralis), P08659 | Potency, µM (series often up to 57.5 µM), without a hit: top-dose activity change, negative = inhibition, actives largely listed as inhibitors;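 further: potency means the concentration at half of the fitted maximal effect; plate controls were vehicle for no effect and reference inhibitor for full effect; nearly all actives have a fitted effect of over 55% in size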
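Purified P. pyralis luciferase (10nM final) with 10uM D-luciferin and 10uM ATP (Km levels) in 50mM Tris acetate pH 7.5, 10mM Mg acetate, 0.01% Tween-20, 0.05% BSA; qHTS 6-point titration, ~60 µM downward; luminescence read.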
Giardia killer – Small Molecules that selectively kill Giardia lamblia: qHTS | Giardia lamblia trophozoite viability | activity change, % at 7.66 µM, hits read low | hit rate 0.15% among 340,000 | AID 540267, 2011; in the data active means activity change below about -80%; inconclusive means between about -30% and that limit;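 further: parasites exposed to compound for two days anaerobically before the ATP read; on the % scale 0 is the no-effect control and ±100 the full control effect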
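Trophozoites 100 cells/well + cpd; 48 hrs, 37 deg C, anaerobic. ATPLite 1-Step added, 15-30 min RT, luminescence read (ATP-based viability).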
RORgamma inh – qHTS for inhibitors of ROR gamma transcriptional activity; Nuclear receptor ROR-gamma (Mus musculus), P51450; Drosophila S2 Gal4-RORgamma UAS-luciferase reporter, 20 h; Potency, µM (highest dose often 53.6 µM), without a hit: at the top dose activity change, negative = inhibition, actives largely listed as inhibitors; hit rate 5.4% among 310,000; AID 2551, 2010; further: potency means the concentration at half of the fitted maximal effect; on the % scale 0 is the no-effect control and ±100 the full control effect; nearly all actives have a fitted effect of over 60% in size
Target sequence (P51450 whole entry, looked up, the tested form may be a part): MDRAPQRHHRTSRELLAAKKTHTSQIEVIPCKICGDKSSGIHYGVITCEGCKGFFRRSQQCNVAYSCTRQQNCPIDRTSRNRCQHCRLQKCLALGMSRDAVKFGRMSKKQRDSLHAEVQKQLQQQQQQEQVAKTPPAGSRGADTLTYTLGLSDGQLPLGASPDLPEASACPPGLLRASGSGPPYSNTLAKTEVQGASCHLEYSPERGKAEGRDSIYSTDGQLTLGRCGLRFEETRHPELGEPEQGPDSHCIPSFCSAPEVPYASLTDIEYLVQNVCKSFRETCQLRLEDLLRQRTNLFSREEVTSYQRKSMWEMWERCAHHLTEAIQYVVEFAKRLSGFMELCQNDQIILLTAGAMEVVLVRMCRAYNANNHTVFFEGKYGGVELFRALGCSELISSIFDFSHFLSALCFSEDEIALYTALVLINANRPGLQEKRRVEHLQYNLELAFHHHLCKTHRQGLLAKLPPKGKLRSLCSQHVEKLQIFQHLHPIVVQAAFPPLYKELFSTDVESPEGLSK
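Using a luciferase readout, inhibitors were identified by reduced reporter activity in Drosophila cells coexpressing a copper-inducible Gal4–ROR gamma fusion and UAS-driven Photinus luciferase, incubated 20 hr after 700 uM copper sulfate.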
ELG1 genotoxic – qHTS screen for small molecules that induce genotoxicity in human embryonic kidney (HEK293T) cells expressing luciferase-tagged ELG1; HEK293T ELG1-luciferase reporter, luminescence, 16 h; Potency, µM (highest dose often 46 µM), without a hit: top-dose activity change, positive = activation, hits mostly activators; hit rate 1.3% among 330,000; AID 504466, 2011; further: potency means the concentration at half of the fitted maximal effect; % of control where 0% means no effect; nearly all actives have a fitted effect of over 60% in size
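Luminescence read-out: rising ELG1-luciferase signal, reflecting elevated ELG1 protein under genetic stress, flags genotoxic compounds. Cells were treated for 16 hr at 37 °C before ONE-Glo detection.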
uPA generation – qHTS for Inhibitors of Cell Surface uPA Generation; cell surface uPA generation assay, qHTS; AID 540303, 2011; Potency, µM (titrated, usually from 38.3 µM), inactives show top-dose activity change, negative = inhibition, actives largely listed as inhibitors; hit rate 0.31% among 330,000; active means well fitted inhibition curve with a large enough effect; inconclusive means small, poorly fitted or top-dose-only effect; inactive means no such curve, though single readings can be large or run the other way; tested in mouse RAW 264.7 cells; further: potency means the concentration at half of the fitted maximal effect; on the % scale 0 is the no-effect control and ±100 the full control effect; nearly all actives have a fitted effect of over 55% in size
The depositor's hits bear a star; ? = inconclusive; . = no result given; [ ] = remark or other dose. Unless noted, the call rests on the fitted dose curve; in most records, active means well fitted curve in the direction sought with a large enough effect; inconclusive means small, poorly fitted or top-dose-only effect, or another doubt; inactive means no such curve, though single readings can be large; an effect the other way counts as inactive or inconclusive.

SMILES	KCNH2 3.1 inh	Rab9 prom act	NPC1 prom act	Gal4-VP16 FLuc	Coupling enz	Tb PFK block	FLuc counter	Giardia killer	RORgamma inh	ELG1 genotoxic	uPA generation
Cc1ccc([C@@H]2[C@@H]3C(=O)N(C)C(=O)[C@@H]3[C@]3(C)C(=O)N(Cc4ccc(-c5ccccc5)cc4)CC(=O)N23)o1	5	-2%	3%	2%	5	-3%	2%	5	23%	2%	8%
CSc1c(CC(=O)NCCO)n(C)c2ccccc12	22	2%	-1%	18%	1	-3%	2%	-2	17%	1%	6%
O=C1CSC(=S)N1c1ccc(Cl)c(Cl)c1	36	-1%	6%	-1%	1	21µM*	-1%	-12	-2%	3%	0%
O=C(CCNC(=O)Cn1ccc2ccccc2c1=O)NCCCN1CCN(c2ccccc2F)CC1	16	5%	-2%	-9%	-2	0%	2%	0	-7%	-1%	-2%
CCOC(=O)N1CCN(C(=O)Cn2nc(C)c3sc4ccccc4c3c2=O)CC1	-5	5%	1%	-12%	-3	1%	-1%	-2	4%	-6%	2%
Cc1ccc(C(=O)O/N=C(\N)Cc2cccs2)c(Cl)c1	11	2µM*	1.6µM*	?	.	-4%	1.2µM*	19	-22%	2.1µM*	?
COc1cc(OC)cc(C(=O)NC(C(=O)N2CCc3ccccc3C2)C(C)C)c1 (stereo unspecified)	-3	1%	-7%	-9%	1	-3%	4%	18	40%	-9%	.
CCCC(C)NC(C)C(=O)NC1CCCC1 (stereo unspecified)	0	0%	-3%	-4%	0	-1%	1%	-1	?	3%	3%
CCOCCCn1c(=S)[nH]c2ncccc2c1=O	-7	-2%	2%	?	0	0%	-1%	-1	10µM*	0%	-1%
COc1ccc(CCC(=O)Nc2cccc(S(=O)(=O)N3CCCCCC3)c2)cc1OC	-3	-8%	-6%	.	.	-1%	.	5	.	-4%	-11%
Cc1nn(CCc2nn[nH]n2)c2nc(-c3ccccc3)cc(C(F)(F)F)c12	-30	4%	-6%	?	9	-3%	?	-3	?	-5%	-13%
CCN1CCN(C(=S)c2ccc(SC)cc2)CC1	-6	-1%	1%	-4%	3	-21%	2%	12	0%	4%	-1%
CN(CC(=O)Nc1c(Cl)cccc1Cl)C(=O)Cc1ccc2c(c1)CCC2	3	1%	0%	.	.	?	1%	6	.	-6%	0%
Cc1ccc(NC(=O)c2ccccc2Cl)cc1-n1cnnn1	-7	-1%	-1%	-4%	0	-4%	-16%	-11	10%	0%	0%
CCn1c(NC(=O)/C=C/c2ccc(F)cc2)nc2ccccc21	-1	0%	13%	?	-2	0%	?	3	1.3µM*	-1%	2%
Cc1ccc2c(c1)-c1c(cnn1CC(=O)NC(C)CCc1ccco1)CO2 (stereo unspecified)	4	-1%	-2%	-3%	0	-1%	-2%	-5	36%	-5%	-9%
C1=Cc2ccccc2Nc2ccccc21	-12	-3%	1%	?	-1	-7%	2%	?	?	-2%	11%
COc1ccc(S(=O)(=O)N2CCN(Cc3cc(OC)c(O)c(OC)c3)CC2)cc1	6	5%	-5%	.	0	2%	3%	3	.	0%	4%
O=C(CSC1=NNC(c2ccccn2)S1)Nc1ccccc1 (stereo unspecified)	-23	-2%	4%	2.5µM*	-2	-5%	-12%	-9	1µM*	-2%	?
NS(=O)(=O)c1cc(C(=O)OCC(=O)Nc2ccc(Cl)cc2[N+](=O)[O-])ccc1Cl	0	-1%	0%	10%	-1	4%	2%	-3	-20%	-2%	9%
Cc1cc2nccc(-c3ccncc3)n2n1	-6	-20%	-2%	-2%	-3	-4%	0%	5	-9%	-19%	1%
COc1ccccc1CN1CCNC(=O)C1CC(=O)NCc1c(C)n[nH]c1C (stereo unspecified)	17	2%	-2%	10%	0	11%	5%	21	31%	-4%	-6%
Cc1ccc(NC(=O)Nc2nnc(Cc3ccc([N+](=O)[O-])cc3)s2)cc1	-20	26%	19%	-12%	2	4%	?	-2	?	?	16%
COC(=O)C1=C(CSc2nc3ccccc3s2)NC(=O)NC1c1ccc(F)cc1 (stereo unspecified)	-9	-7%	-2%	-16%	-2	-2%	-7%	-17	?	1%	-1%
O=C(CCc1nc(-c2cccs2)no1)Nc1cnc2ccccc2c1	2	0%	0%	-9%	-1	-10%	-1%	-18	0%	-2%	4%
COc1ccc(CNC(=O)CCn2c(=O)oc3ccccc32)cc1	0	-2%	1%	-2%	-4	2%	7%	-25	-1%	-1%	-1%
CCN(CC)S(=O)(=O)c1ccc(OC)c(NC(=O)c2ccc([N+](=O)[O-])cc2)c1	?	-1%	-5%	-6%	-5	-6%	-3%	8	-1%	0%	4%
O=C(NCc1ccc(F)cc1)C1CCC(=O)N1C1CCCCC1 (stereo unspecified)	-6	-1%	-7%	1%	2	-1%	1%	-1	0%	1%	0%
COc1ccc(-c2nn(-c3ccccc3)cc2/C=N/Nc2cccc(C(=O)O)c2)cc1	-4	?	?	-3%	1	16%	11µM*	7	?	?	-5%
O=C(COC(=O)c1ccc(Cl)cc1[N+](=O)[O-])NNC(=O)c1cccs1	-42	-5%	0%	.	.	-14%	-4%	0	.	-1%	1%
COc1ccc(-c2ccc(/C=N/NC(=O)Cc3nnc(N)s3)o2)cc1Cl	-4	-2%	-1%	-2%	2	8%	?	-11	9%	4%	-14%
COc1ccccc1OCCSc1nc2ccc([N+](=O)[O-])cc2s1	14	1%	22%	?	-3	3%	-17%	-10	?	-1%	6%
O=C(C1CC(=O)N(c2ccccc2)C1)N1CCN(c2ccc(F)cc2)CC1 (stereo unspecified)	2	-5%	-5%	6%	.	1%	-2%	-6	13%	1%	10%
O=C(O)c1ccccc1-c1ccccc1C(=O)Nc1cccc2ccccc12	-15	-1%	3%	5%	11	-1%	-1%	3	5%	-1%	2%
O=C(COC(=O)c1ccccc1)c1ccc2c(c1)OCCO2	-3	0.63µM*	0.32µM*	.	.	-21%	?	7	.	?	-8%
CCOC(=O)C1(Cc2ccc(OC)cc2)CCN(C(=O)CCn2cccn2)CC1	-2	10%	1%	7%	3	-1%	?	-23	15%	-4%	0%
Cc1ccc(S(=O)(=O)Cc2ccccc2Cl)cc1	1	10%	-2%	-2%	-1	-16%	-11%	19	-7%	0%	-13%
Cn1c(=O)[nH]c(=O)c2c1nc(N1CCN(Cc3ccccc3)CC1)n2CCSc1ncccn1	1	4%	0%	-8%	0	-3%	5%	-26	-1%	0%	8%
C=CCN(C(=O)Cn1nc(C)n2c(cc3cc(C)ccc32)c1=O)c1ccccc1	-3	3%	-5%	-5%	-2	1%	0%	-14	7%	-9%	15%
O=C(COc1ncnc2ccccc12)NC1CCS(=O)(=O)C1 (stereo unspecified)	11	-3%	-4%	-1%	3	1%	9%	6	2%	0%	-4%
O=C(C1CCCN(Cc2ccc(Br)cc2)C1)N1CCCCC1 (stereo unspecified)	-4	-20%	0%	5%	0	-2%	0%	1	14%	-7%	3%
CCOC(=O)c1cnc2ccc(OCC)cc2c1NCc1ccccc1OC	-36	-32%[inhibitor]	-26%	?	-10	-2%	?	-15	13µM*	-4%	3%
CCCCn1c(N)c(N(Cc2ccccc2OC)C(=O)c2cc(=O)[nH]c3ccccc23)c(=O)[nH]c1=O	-1	11%	2%	.	.	15%	0%	-15	.	1%	1%
N#Cc1ccccc1OCC(=O)OCC(=O)c1ccc2c(c1)NC(=O)CO2	-20	-2%	7%	-4%	0	-10%	0%	22	-15%	1%	2%
Cc1cccc(COCC(Cc2ccccc2)N2CCN(C(=O)c3cc(Cl)cc(Cl)c3)CCC2=O)c1 (stereo unspecified)	49	2%	0%	-3%	-1	-4%	2%	1	?	-2%	-12%
COc1ccc(CNCCNC(=O)c2cccs2)c(OC)c1OC	-16	-1%	-3%	2%	4	0%	0%	-12	-1%	-4%	0%
COc1ccc(Oc2coc3cc(OC(=O)N4CCOCC4)ccc3c2=O)cc1	-18	-3%	3%	-14%	7	-25%	-12%	-12	21%	13%	1%

Compounds were not picked by outcome. Share with any hit: about 14%.
